Assay outcomes (PubChem)
AI-2 QS modul: Vibrio harveyi AI-2 quorum sensing modulation; Vibrio harveyi JMH597 AI-2 luminescence/OD600 ratio, 9 h; hits give low values; strain lacks LuxN and CqsS sensors; 0 = neutral-control median; activity change, % at 7.5 µM; hit rate 0.4% among 300,000; in the data active means activity change below about -75%, passing the limit was not always enough; inconclusive means no clear call, values can overlap the other calls;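 further: luminescence divided by OD600 gain over 9 h not by final OD600 alone; inactives centre near 13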
Platelet DG rel: modulates dense granule release in human platelets; human platelet-rich plasma, SFLLRN dense granule ATP release, luminescence; hit rate 0.22% among 300,000; AID 1663; inhibition, %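 (compounds screened at 7.5 µM in platelet-rich plasma)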;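 active means mean replicate score, as percent of positive control, at or above 50; inconclusive means mean below 50 but at least one replicate at or above 50; inactive means mean and every replicate below 50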
aSyn 5UTR inh: 5' untranslated region of α-synuclein, MLPCN primary screen; alpha-synuclein 5'UTR reporter, inhibitor activity; inhibition, % (tested at 7.5 µM); hit rate 0.82% among 300,000; in the data active means inhibition above about 60%; inconclusive means no clear call, values can overlap the other calls;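 further: H4 neuroglioblastoma cells stably carrying SNCA 5'UTR luciferase fusion; 0% = DMSO wells and 100% = positive control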
SKKanGAS inh: SKKanGAS growth inhibition; S. pyogenes SKKanGAS, kanamycin growth, BacTiter-Glo, 6 h; inhibition, % at 7.5 µM; hit rate 1.3% among 300,000; AID 1662;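 active means mean replicate score, as percent of positive control median, at least 50; inconclusive means mean below 50 but one replicate at or above 50; inactive means mean and every replicate below 50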;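 further: strain carries kanamycin resistance gene driven by streptokinase promoter and grows in 40 µg/ml kanamycin; loss of luminescence reflects streptokinase promoter inhibition or plain growth inhibition; 0% = median of DMSO wells and 100% = positive control at its reference dose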
HSP90 refold inh: blocks HSP90-mediated luciferase refolding in reticulocyte lysate. Rabbit reticulocyte lysate, luciferase refolding luminescence, 3 h. inhibition, % at 5.6 µM. hit rate 0.91% among 290,000;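 active means inhibition above the screen-wide mean plus 3 SD, computed separately per campaign, cut at about 16% in these data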;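 further: 0% = DMSO wells and 100% = 60 µM geldanamycin wells; inhibitors lower the luminescence because luciferase stays unfolded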
KLF5 inhibitor: suppresses KLF5 promoter-driven expression. inhibition, % at 5 µM. hit rate 0.23% among 290,000. AID 1700. DLD-1 KLF5 promoter-luciferase reporter, luminescence;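 active means inhibition above a per-plate limit of that plate's mean compound inhibition plus 3 SD, cut at about 60% in these data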;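 further: 0% = DMSO wells and 100% = LY294002 at 200 µM; higher means less KLF5 promoter-driven luciferase light; inactives centre near -14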
IEC-6 tox: kills IEC-6 intestinal cells in KLF5 counter-screen | IEC-6 cytotoxicity, luminescence viability | inhibition, % at 5 µM | hit rate 0.78% among 290,000; in the data active means inhibition above about 22%;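 further: 0% = plate median of test compound wells and 100% = cytotoxic reference compound wells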
HIF activator: HIF pathway transcriptional activation | U2OS HRE-luciferase reporter, luminescence; normalized: DMSO 0%, desferrioxamine 100% | activation, % at 7.5 µM (by protocol) | hit rate 0.32% among 300,000;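 active means mean activation of at least 10% of the iron chelator positive control signal, with at least half of replicates also reaching 10%; inconclusive means mean and replicate majority disagree about reaching 10%; inactive means mean and most replicates under 10%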
HSF1 inhib: HSF1 inhibition. NIH3T3-HGL HSE-luciferase, MG132-induced, luminescence 8 h; hits give low values. activity change, negative = inhibition, % at 7.5 µM (by protocol). hit rate 0.77% among 300,000;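 active means more than half of replicate wells show activity change below -50%, luminescence cut by over half; inconclusive means some wells, but at most half, below -50%; inactive means no replicate well below -50%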;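 further: luciferase reports HSF-1 transcriptional activity via heat shock element; 0% = median of DMSO wells and -100% = zero luminescence signal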
HSF-1 act: increases HSF-1 driven luciferase reporter signal; NIH3T3-HGL HSF-1 luciferase reporter, MG132, 8 h; 100% = twice DMSO control signal; activation, % at 9 µM; hit rate 1.7% among 300,000; AID 504408;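 active means mean replicate activation of at least 50% with a set share of replicates each reaching 50%; inconclusive means only one of those two conditions met; inactive means mean below 50% and too few replicates reaching it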;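 further: 0% = median of the neutral control wells and 100% = twice that signal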
* = called active by the depositor; ? = inconclusive; . = not tested or not shown.

SMILES | AI-2 QS modul | Platelet DG rel | aSyn 5UTR inh | SKKanGAS inh | HSP90 refold inh | KLF5 inhibitor | IEC-6 tox | HIF activator | HSF1 inhib | HSF-1 act
O=C(NC1CCC(O)CC1)c1cccc2cccnc12 (stereo not given) | 8 | -4 | 12 | 0 | -4 | -20 | -2 | 0.0 | -2 | 9
CC(C)NCC(=O)Nc1c2c(nc3ccccc13)CCC2 | 5 | 4 | 7 | 0 | 6 | -14 | -6 | 0.2 | 4 | 2
Clc1ccc(OCCCCN2CCCCC2)cc1 | -6 | 3 | -3 | -1 | -3 | -35 | 2 | 0.1 | -6 | -15
COc1ccc(C(C)(C)NC(=O)C2CCC(=O)N(CCCN3CCCC3=O)C2)cc1 (stereo not given) | 19 | 5 | -9 | -2 | 0 | -11 | -2 | 0.7 | -6 | -11
Cc1nn(CC(=O)NCCCN2CCC(Cc3ccccc3)CC2)c(=O)c2cc(-c3ccccc3)nn12 | 16 | -9 | -8 | 0 | 2 | -8 | -2 | -0.5 | ? | -61
Clc1ccc(OCCn2ccnc2)c(Cl)c1 | 8 | -11 | -27 | -8 | -2 | -4 | 8 | -0.3 | -3 | -14
Cc1ccc2c(c1)nnn2C1CCN(CC(=O)N2c3ccccc3CC2C)CC1 (stereo not given) | -19 | 0 | 60 | 4 | 3 | -27 | 3 | -0.2 | -1 | -8
Cc1cc(C(=O)Nc2nnc(C3CCCCC3)s2)cs1 | 0 | 0 | -136 | -12 | -1 | -40 | -4 | 1.7 | 15 | 30
Fc1ccccc1OCCCN1CCOCC1 | 12 | 6 | -10 | 1 | -2 | -4 | -3 | 0.4 | 2 | -4
O=C(CSc1ccccc1)N1CCN(C(=O)c2ccco2)CC1 | 4 | 4 | 2 | 4 | -2 | -16 | -1 | 0.8 | 0 | 0
COc1cccc(NC(=O)CN2C(=O)COc3ccc(Cl)cc32)c1 | 17 | -12 | -14 | 6 | -2 | -15 | 3 | -0.3 | -5 | 20
Cc1ccc(S(=O)(=O)N2CCOC23CCN(C(=O)c2cc(Cl)ccc2Cl)CC3)cc1 | -1 | 4 | 0 | -4 | 3 | 6 | -2 | 70* | 6 | 6
O=C(C1CCC(=O)N(C2CC2)C1)N1CCN(c2cccc(Cl)c2)CC1 (stereo not given) | 20 | 2 | 2 | 4 | -6 | -18 | -5 | -0.1 | -1 | -3
O=C1/C(=C/C=C/c2ccco2)SC(=S)N1c1ccc(O)cc1 | 54 | 8 | -78 | 0 | -1 | -20 | -21 | 0.3 | 4 | 3
COc1cccc(CN(C)C(=O)c2cccc(OC3CCN(C4CCCC4)CC3)c2)c1 | 6 | 5 | -33 | 0 | 2 | -18 | -2 | 0.4 | -17 | -14
CCn1cc(CNC(=O)/C=C/c2ccc([N+](=O)[O-])cc2)c(C)n1 | 16 | -26 | -24 | -13 | 0 | -42 | -6 | -0.2 | -8 | -20
CCN(CC(=O)NC(C)C)C(=O)C(CCSC)NC(=O)c1cccc(C)c1 (stereo not given) | 22 | 0 | 19 | -14 | 3 | -32 | -5 | 0.2 | 6 | 17
COc1c(C)cc(C(=O)C2CCCN(C(=O)c3cc4nc(C)cc(C)n4n3)C2)cc1C (stereo not given) | 3 | 1 | -22 | -14 | 0 | -12 | -1 | 0.8 | 12 | 34
Cc1cc(C)cc(NC(=O)c2cccc(NC3=NC4CS(=O)(=O)CC4S3)c2)c1 (stereo not given) | 12 | -5 | -13 | -2 | 3 | -12 | -4 | -0.3 | -5 | -15
CNC(=O)N(O)C1N(/N=C/c2ccccc2F)C(=S)SC1(C)C (stereo not given) | 5 | -2 | 3 | 4 | -1 | -7 | -4 | -0.3 | 3 | 23
CCN1CC(O)=C(c2nc3ccccc3s2)C1=N | 43 | -2 | -70 | 0 | 2 | -38 | 0 | 1.5 | 0 | -17
Cc1ccc(S(=O)(=O)N(CC(=O)N(C(C)C)C(C)C)C(=O)N2CCN(C)CC2)cc1 | 24 | -15 | -1 | 0 | -2 | -7 | -5 | 0.1 | -1 | 2
COc1ccc(OC)c(S(=O)(=O)Nc2ccc3c(c2)N(C(C)=O)CCC3)c1 | 2 | 2 | -9 | 6 | . | . | . | -0.6 | -3 | -4
O=C(NCCN1CCOCC1)c1cccc(S(=O)(=O)N2CCCCC2)c1 | 22 | -1 | -6 | 2 | -2 | -17 | -2 | -0.5 | -7 | -2
Cc1ccccc1NS(=O)(=O)c1ccc(F)cc1 | -1 | 3 | 7 | 6 | 2 | -12 | 3 | 0.1 | 3 | -1
Cc1ccc(OCC(=O)Nc2ccc(F)cc2)cc1 | 19 | 1 | -96 | -9 | -3 | -10 | 2 | 2.1 | 0 | 3
Cc1cccc(NC(=O)Cn2c(O)c(N=NC(=O)c3ccccc3O)c3ccccc32)c1 | 28 | -3 | -58 | 22 | -2 | -8 | -2 | -0.1 | 14 | 24
O=C(CSc1ccccc1)Nc1nnc(COc2ccc(Cl)cc2)s1 | 16 | -9 | 4 | 20 | 4 | -8 | 7 | 0.1 | -2 | -1
NC1=NC(=O)/C(=C\c2ccc(O)c([N+](=O)[O-])c2)S1 | 22 | -7 | -27 | -8 | 1 | -23 | 7 | -0.2 | -6 | 4
Cc1noc(C)c1S(=O)(=O)Nc1ccc(C(=O)N2CCCCC2)cc1 | 13 | -4 | 21 | -4 | 3 | -38 | -8 | -0.4 | -8 | 2
Cc1nc(NC(=O)CN(C)S(=O)(=O)c2ccc(Br)cc2)sc1C | 29 | 3 | 16 | -4 | -1 | -35 | 0 | 0.0 | 1 | 5
COc1ccc(C(=O)N2CCN(C(=O)C3COc4ccccc4O3)CC2)cc1 (stereo not given) | 20 | -3 | 12 | -7 | -2 | -10 | -2 | 0.3 | -3 | 3
CCN1CCCc2cc(CN(CCN3CCOCC3)C(=S)Nc3ccc(OC)cc3)ccc21 | 21 | 0 | 5 | -9 | 0 | -18 | -4 | 0.0 | -1 | 2
COc1cc(C(=O)n2nc(C)cc2C)ccc1O | 5 | 2 | 2 | 2 | 6 | -16 | -1 | 2.0 | -5 | -18
Cc1ccccc1-n1c(C)cc(/C=N/NC(=O)c2ccncc2)c1C | 23 | -1 | 8 | -1 | 1 | -19 | 4 | 0.0 | -6 | -2
CCOc1ccc(CCNS(=O)(=O)c2c(C)n[nH]c2C)cc1OCC | 8 | -2 | -7 | -7 | 2 | -10 | 0 | 0.4 | 9 | -9
CCCN(CCC)C(=O)CSc1nc2n[nH]c(C)c2c(=N)n1-c1ccc(OC)cc1 | 15 | -4 | 53 | 14 | 0 | -21 | -4 | 0.0 | -4 | -12
Cc1cc(C)nc(NC(N)=NCCc2c[nH]c3ccccc23)n1 | 32 | 20 | -49 | ? | 0 | -16 | 3 | -1.3 | -3 | 1
O=C(O)c1ccc(CS(=O)c2cccc(C(F)(F)F)c2)o1 (stereo not given) | 3 | 0 | -6 | 0 | 2 | 2 | 3 | -0.1 | -6 | -12
COc1ccc(NC(=O)Nc2nnc(-c3ccco3)s2)cc1 | 8 | 9 | -108 | 2 | -2 | -81 | -5 | 3.0 | 14 | 26
COc1cccc(-n2c(C)nn(CCOc3ccccc3)c2=O)c1 | 19 | -4 | -34 | -15 | -2 | -49 | -10 | 0.9 | 13 | 24
Cc1ccc(NC(=O)CCC(=O)N/N=C/c2ccc([N+](=O)[O-])o2)cc1C | ? | -1 | -2 | 19 | 4 | 9 | -6 | 1.1 | 12 | 19
O=C(NCC(=O)N(c1ccc(F)cc1)C(C(=O)NC1CCCC1)c1cccnc1)c1cccs1 (stereo not given) | 13 | 1 | -40 | 4 | -1 | -24 | 0 | -0.1 | 5 | -6
CC(NC(=O)c1ccc2nc[nH]c2c1)c1ccccc1 (stereo not given) | 1 | -7 | -5 | -16 | 1 | -40 | 0 | -0.1 | -1 | 0
Cc1ccc(S(=O)(=O)N/N=C\c2ccc(C)o2)cc1 | 30 | -6 | -25 | -13 | -2 | -11 | 0 | -0.3 | -5 | 15
Oc1c(Br)cc(/C=N/n2c(-c3ccccc3)n[nH]c2=S)c(O)c1Br | 23 | 21 | 8 | 13 | 0 | -28 | -6 | -0.4 | -1 | 7
O=C(O)C1CCN(Cc2cccnc2)CC1 | 13 | 4 | -2 | -6 | 2 | -3 | 1 | 0.1 | -1 | 4
COc1ccc(C(=O)Cn2c(=N)n(C)c3ccccc32)cc1 | 9 | 6 | -62 | -7 | -2 | -73 | 15 | 2.0 | 21 | 34
CCOC(=O)C(=CNNc1ccsc1C(=O)OC)C(=O)OCC | 30 | 8 | -8 | -7 | 5 | 16 | 0 | 0.5 | 8 | 16
CCn1c(SCC(=O)Nc2ccc(C(C)=O)cc2)nc2ccccc21 | 27 | 5 | -70 | -18 | 1 | -65 | 2 | 3.3 | 5 | 10
Cc1cc(N2CCN(c3ncccn3)CC2)nc2c(C)cccc12 | -2 | -4 | 13 | 26 | 7 | 3 | 12 | -0.3 | -4 | -9
Nc1nc(SCC(=O)Nc2ccc([N+](=O)[O-])cc2Br)n[nH]1 | 6 | -6 | -11 | -1 | 3 | -4 | 3 | -0.2 | 20 | 58*
CCOc1ccc(NC(=S)NCc2ccc3[nH]c(C)cc3c2)cc1 | 23 | 9 | -7 | 12 | 5 | 3 | 1 | -1.3 | -2 | -4
Cc1ccc(NC(=O)CNC(=O)c2cccs2)c(O)c1 | 14 | -4 | -4 | -9 | . | . | . | 0.1 | 1 | 26
COc1ccc(C2CC(c3c(-c4ccccc4)c4cc(Cl)ccc4[nH]c3=O)=NN2S(C)(=O)=O)cc1OC (stereo not given) | -8 | -5 | 51 | -4 | 4 | 16 | 10 | 0.2 | 18 | 19
O=c1cc(-c2ccccc2)[nH]n1-c1nc2ccccc2[nH]1 | 28 | 3 | -7 | 14 | 5 | -26 | 6 | 0.0 | 2 | 18
CCOc1cccc(/C=N/N2CCN(c3ccc(Cl)cc3)CC2)c1O | 17 | 6 | -22 | 16 | 3 | 4 | 6 | 0.3 | -5 | -5
O=C(c1ccc2c(=O)n(CCc3ccccc3)c(=O)[nH]c2c1)N1CCN(c2ccc(F)cc2)CC1 | 6 | 9 | -10 | 39 | 8 | -22 | 1 | -0.9 | 15 | 17
CC(=O)c1cccc(S(=O)(=O)N(C)C2CCN(C)CC2)c1 | 34 | -12 | 18 | -1 | 5 | 5 | -2 | -0.1 | -2 | -10
O=C(CSc1nnc(-c2cccnc2)n1CCN1CCCCC1)Nc1cccc(Cl)c1 | 16 | -3 | 28 | -5 | -1 | 2 | -8 | 0.0 | -8 | 0
COc1ccc(-c2ccc(SC)nn2)cc1 | 38 | 57* | 75* | 45 | 43* | 4 | 20 | -4.7 | -1 | 11
